# Screening data as filed in PubChem BioAssay.
# HIF-2a inh = HIF-2a reporter inhibitors, primary screen, luminescence, 786-0 RCC cells. 786-0 RCC cells HIF-2a reporter, luciferase luminescence, overnight. AID 624352, 2012. 0.72% of 360,000 active. inhibition, % at 18.8 µM;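 active = inhibition of the luminescence signal of 40% or more relative to plate controls, in a single-dose primary screen at 18.75 µM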
# CF NFkB inh = inhibitors of PAF-induced NF-kB signaling, primary screen, cell-based, GFP fluorescence, uHTS. AID 588850, 2011. KKLEB NF-kB-GFP reporter, GFP fluorescence overnight. 0.86% of 360,000 active. inhibition, % at 5 µM;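 active = at least 50% inhibition at 5 µM, scaled per plate between neutral and stimulator controls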;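 note: PAF is a Pseudomonas aeruginosa culture filtrate used as stimulus; plate controls were PAF-stimulated DMSO wells for no effect and unstimulated DMSO wells for full effect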
# NR2E3 ag-1 = NR2E3 agonists in two-hybrid cells, primary screen, cell-based, luminescence, CHO-S, Gal4-NCOR/VP16-NR2E3; Photoreceptor-specific nuclear receptor (Homo sapiens), Q9Y5X4; luciferase; inhibition of corepressor binding, % at 3.98 µM; 0.35% of 360,000 active; AID 602229, 2012;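 active = inhibition above the mean of all tested compounds plus 3 SD, cut at about 70% in these data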;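 note: 0% = DMSO with NR2E3 transfected cells and 100% = cells lacking NR2E3 construct; higher means lower luciferase signal from less NR2E3 corepressor binding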
# Target sequence (Q9Y5X4 whole entry, looked up, the tested form may be a part): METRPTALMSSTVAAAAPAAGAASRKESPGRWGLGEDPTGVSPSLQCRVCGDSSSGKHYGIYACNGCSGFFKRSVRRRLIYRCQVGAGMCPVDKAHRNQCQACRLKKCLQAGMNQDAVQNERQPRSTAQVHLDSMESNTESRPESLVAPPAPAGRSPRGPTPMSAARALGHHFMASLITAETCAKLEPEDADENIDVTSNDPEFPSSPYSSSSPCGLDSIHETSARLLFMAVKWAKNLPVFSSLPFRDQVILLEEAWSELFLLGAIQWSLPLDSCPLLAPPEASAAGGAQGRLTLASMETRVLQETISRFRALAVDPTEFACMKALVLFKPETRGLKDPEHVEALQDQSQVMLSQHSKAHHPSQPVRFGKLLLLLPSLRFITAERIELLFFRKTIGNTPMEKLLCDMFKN
# C8 TRAIL sens = viability loss with TRAIL in NB7+C8 cells, primary screen, TRAIL sensitizer project, cell-based, ATPlite luminescence; inhibition (viability loss, TRAIL sensitization), % at 10 µM; 1% of 360,000 active;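 active = compounds causing at least 50% loss of cell viability in the single-dose screen, relative to plate controls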
# LMP1 NFkB inh = EBV LMP1-driven NF-kappaB luciferase reporter inhibitors, primary screen, cell-based, luminescence, single point; LMP1-induced NF-kappaB luciferase reporter cells; inhibition, % at 12.5 µM; 0.69% of 350,000 active; in the data active = inhibition above about 41%;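 note: 0% = neutral control wells and 100% = reference inhibitor control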
# KKLEB cytotox = cytotoxicity in KKLEB CF airway cells, primary screen, cytotoxicity control for CF NF-kB inhibitor project, cell-based, uHTS, fluorescence assay plates. KKLEB CF airway cells viability, ATPlite luminescence, overnight; active compounds read low; cells stimulated with P. aeruginosa culture filtrate. activity change (cytotoxicity), % at 5 µM. 0.36% of 360,000 active;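 active = corrected activity change at or below -50% at 5 µM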
# hiPSC survival = enhancers of single-cell hiPSC survival, primary screen, ATPlite luminescence; 100% = ROCK inhibitor wells, 0% = DMSO; survival enhancement, % at 20 µM; 0.044% of 360,000 active; AID 602274, 2012; in the data active = survival enhancement above about 18%;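 note: cells exposed to compounds for 16 hours before the ATP read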
# TRPM1 prom inh = inhibitors of MITF-dependent TRPM1 promoter reporter, primary screen, cell-based, SK-MEL-5, single point, luciferase; inhibition, % at 12.5 µM; AID 488899, 2010; 0.83% of 330,000 active; SK-MEL-5 TRPM1 promoter luciferase, 24 h;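 active = mean inhibition across replicates of 60% or more, whatever share of single replicates reaches that level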; note: values of inactives mirror those of a sister screen read the other way
# Shn3 inh set2 = reduction of Shn3 3'UTR firefly luciferase signal, primary screen, Schnurri-3 inhibitor project, cell-based, Clone20 osteoblasts, set 2 | Clone20 osteoblast Shn3 3'UTR firefly luciferase, 24 h | inhibition, % at 12.5 µM | AID 588674, 2011 | 0.52% of 360,000 active;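 active = mean inhibition of at least 75% with every replicate also reaching 75%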;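 note: 0% = median of neutral control wells and 100% = pilot-screen positive control compound; some compounds past the cut are filed as inactive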
# Peg3 prom inh = Peg3 promoter-driven luciferase inhibitors, primary screen, cell-based, HeLa, luciferase luminescence; 1.7% of 360,000 active; HeLa PEG-Prom luciferase reporter, overnight; inhibition, % at 20 µM; AID 588405, 2011;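 active = inhibition of at least 50% at 20 µM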
# NR2E3 ag-2 = inhibitors of NR2E3-RetCOR corepressor binding, primary screen, NR2E3 agonist project, biochemical, TR-FRET, GST-NR2E3, biotin-RetCOR | Photoreceptor-specific nuclear receptor (Homo sapiens), Q9Y5X4 | 1536-well | inhibition of corepressor binding, % at 4.78 µM | 0.12% of 320,000 active | AID 2300, 2010;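 active = percent inhibition above the cutoff of mean plus 3 SD of all tested compounds, set per screening campaign, cut at about 20% in these data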;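 note: 0% = DMSO wells and 100% = biotin wells as full block of FRET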
#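 Assay system: NR2E3–RetCOR corepressor complex. Quantity: 1.35 nM GST-NR2E3. Buffer or medium: pH 7.5 Tris-based buffer. Reagent: biotinylated RetCOR corepressor at 7 nM final. Schedule: 5 h at 4 °C. Detection: TR-FRET, emission read at 617 and 671 nm. Replicates: one well per compound, singlicate testing.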
# * marks the source's active call; other numbers are inactive results; x = no result given.
# A first look, 3 compounds:
SMILES,HIF-2a inh,CF NFkB inh,NR2E3 ag-1,C8 TRAIL sens,LMP1 NFkB inh,KKLEB cytotox,hiPSC survival,TRPM1 prom inh,Shn3 inh set2,Peg3 prom inh,NR2E3 ag-2
NC(=O)c1ccc(N2CCCCC2)c(N2C(=O)C3CC=CCC3C2=O)c1 (stereo unspecified),18,5,-7,17,1,-4,7.9,8,-7,1,1
CC(C(=O)NC1CCCC1)N1C(=O)c2cccc3cccc1c23 (stereo unspecified),9,-31,6,15,6,19,-0.2,-15,26,11,-1
Cn1c(=O)c(=O)n(C)c2cc([N+](=O)[O-])c(N3CCOCC3)cc21,7,-3,-5,-14,10,-1,4.0,-5,-7,15,4

# The whole of this part, from the first entry:
SMILES,HIF-2a inh,CF NFkB inh,NR2E3 ag-1,C8 TRAIL sens,LMP1 NFkB inh,KKLEB cytotox,hiPSC survival,TRPM1 prom inh,Shn3 inh set2,Peg3 prom inh,NR2E3 ag-2
NC(=O)c1ccc(N2CCCCC2)c(N2C(=O)C3CC=CCC3C2=O)c1 (stereo unspecified),18,5,-7,17,1,-4,7.9,8,-7,1,1
CC(C(=O)NC1CCCC1)N1C(=O)c2cccc3cccc1c23 (stereo unspecified),9,-31,6,15,6,19,-0.2,-15,26,11,-1
Cn1c(=O)c(=O)n(C)c2cc([N+](=O)[O-])c(N3CCOCC3)cc21,7,-3,-5,-14,10,-1,4.0,-5,-7,15,4
CN1C(=O)c2ccc(NC(=O)c3ccc(N4CCCCC4)c([N+](=O)[O-])c3)cc2C1=O,18,-4,-9,26,4,16,-0.9,6,4,3,-1
CC(/C=N\NC(=O)Cn1cncn1)=C/c1ccc(C(C)C)cc1,-29,-12,-72,-1,x,5,-0.8,x,-17,-32,1
COc1ccccc1OCc1ccc(C(=O)Nc2ccccc2F)cc1,-169,-14,-19,-1,-12,4,1.5,-55,-57,-105,3
O=C(C(=O)N1CCCCCC1)c1c[nH]c2ccccc12,-6,14,-13,-5,17,-14,0.0,6,-1,-2,x
CCOC(=O)CNC(=O)CSc1nc(-c2cccc(C)c2)ns1,13,-19,18,16,-7,5,-0.3,-5,3,-5,-5
C[C@H](CO)N1C[C@H](C)[C@@H](CN(C)CC2CCCCC2)Oc2c(NC(=O)Cc3ccccc3)cccc2C1=O,-2,11,-17,9,-13,11,-1.7,24,10,43,x
CC(C)CC(NS(=O)(=O)c1cc(C(=O)O)ccc1Cl)C(=O)O (stereo unspecified),11,0,-11,-4,0,1,0.2,7,7,21,-1
CC1CCCCN1C(=O)c1ccc(C(=O)c2ccccc2)cc1 (stereo unspecified),-57,-3,-47,7,-2,-8,-2.1,-28,-15,-34,x
CCCc1cc(C(=O)OC)c(NC(=O)OCC)s1,0,-10,-9,-15,5,5,-1.0,8,-12,1,2
Cc1ccccc1CNC(=O)CCC(=O)N1Cc2ccccc2Oc2ncccc21,-7,-12,16,2,-2,7,0.0,2,-7,-8,-2
COc1ccc2[nH]c(N=Nc3ccccc3C)c(O)c2c1,-138,-30,-50,-5,-30,21,1.2,-6,-49,-58,0
Cc1nc2cc(-c3cccc(F)c3)nn2c(C)c1CCC(=O)NC(C)CCc1ccco1 (stereo unspecified),73*,10,0,4,24,-13,0.5,53,67,-1,6
CN1C(=O)C(C)(C)c2cc(S(=O)(=O)N3CCN(c4cccc(Cl)c4)CC3)ccc21,-10,9,-51,1,12,-6,0.5,14,-1,-3,1
O=C(Nc1ccon1)c1ccc(Cl)s1,-11,-7,-20,2,3,2,5.3,2,-10,-22,2
COCCNc1ncnc2c1[nH]c1ccccc12,18,9,-10,7,3,-4,0.1,-1,26,16,2
Nc1ccc2c(c1)-c1ccccc1S(=O)(=O)N2,2,-2,-13,-9,5,3,-0.4,-1,-9,-10,-4
CCC1(C)Cc2c(sc3nc(SC)[nH]c(=O)c23)CO1 (stereo unspecified),-14,12,-41,-10,-3,-4,-0.4,0,6,-11,-4
COc1ccc(C(=O)Nc2cccc(-c3nnc(-c4ccco4)o3)c2)cc1,-99,-12,-162,24,-8,10,5.4,5,38,43,1
Cc1ccsc1C(=O)OCC(=O)NCCCc1ccccc1,31,-13,3,24,-19,-4,-0.7,-5,-11,-16,3
Cc1cccc(-n2c(SCc3cc(=O)n4ccsc4n3)nc3ccccc32)c1,-55,-6,15,11,0,0,0.9,13,15,-15,1
CCN(CC)CCNc1ccc(CO)c2oc3cc(Cl)ccc3c(=O)c12,5,-109,-13,23,-9,-14,-7.5,x,19,101*,x
Cc1c(C(=O)NCC2COc3ccccc3O2)oc2ccc(S(=O)(=O)N3CCOCC3)cc12 (stereo unspecified),4,-4,34,40,16,-21,-1.6,25,28,73*,4

# Next part
SMILES,HIF-2a inh,CF NFkB inh,NR2E3 ag-1,C8 TRAIL sens,LMP1 NFkB inh,KKLEB cytotox,hiPSC survival,TRPM1 prom inh,Shn3 inh set2,Peg3 prom inh,NR2E3 ag-2
COc1ccc(C(=O)Nc2ccc3c(c2)OCCO3)cc1S(=O)(=O)N1CCOCC1,-17,22,2,-6,8,7,-1.1,1,-12,-3,-2
O=C(Oc1cccc(C(=S)N2CCOCC2)c1)c1ccc([N+](=O)[O-])cc1,14,-19,-10,-9,-4,7,-0.4,x,-3,6,2
CSCCC(NC(=O)COc1ccccc1)C(=O)N(C)Cc1ccc(Cl)cc1Cl (stereo unspecified),-5,-2,-11,5,0,4,-0.6,6,10,2,-1
Cc1nnc2c(N3CCN(C(=O)c4ccco4)CC3)nc3ccccc3n12,-3,-2,12,2,-3,3,0.4,-1,5,18,2
Cc1nn(C(C)C(=O)O)c(=O)c2ccccc12 (stereo unspecified),12,3,7,-6,1,2,0.5,1,-24,14,-2
O=C(CN1CCCC1)OCCCC1CCCCC1,21,10,-8,-3,7,-6,-0.5,0,-23,10,-2
Cc1ccc2c(c1)COc1c3ccc(C(=O)N4CCCCC4)cc3nn1-2,-278,0,-83,34,-10,-25,0.6,-81,-92,-246,2
COc1ccc(C(=O)NCCc2nnc3ccc(SCC(=O)N4CCCC4)nn23)cc1,8,9,7,5,-8,-3,1.4,-3,-24,10,2
CC(C(=O)Nc1ccc2c(c1)OCCO2)N1Cc2ccccc2C1=O (stereo unspecified),6,4,17,-1,5,2,0.1,-11,1,10,5
COc1cc(NC(=O)c2noc3c2CCC3)c(OC)cc1Cl,0,2,7,-1,0,-17,-2.5,11,-22,22,4
COc1ccc(F)cc1S(=O)(=O)N1CCCC(C)C1 (stereo unspecified),-51,5,-3,9,-1,0,2.6,-4,-18,-115,2
O=C(NCCCn1ccnc1)c1ccc(NS(=O)(=O)c2cccc([N+](=O)[O-])c2)cc1,2,-15,4,-23,7,15,0.9,-1,4,1,-2
O=c1[nH]c(CSc2nnc(COc3ccccc3)n2-c2ccccc2)nc2ccccc12,-58,8,-30,2,-34,0,-2.5,-12,-23,-13,0
COc1ccc(S(=O)(=O)Nc2ccccc2C(=O)NCc2cccnc2)cc1OC,0,6,-15,-29,-5,4,-0.5,11,4,8,3
O=C(NCCc1c[nH]c2ccccc12)C(=O)NCC1OCCCN1S(=O)(=O)c1ccc(F)cc1 (stereo unspecified),12,18,10,15,-3,2,0.3,8,18,32,-1
COc1cccc(C(=O)/C=C2\Sc3ccccc3N2C)c1,-187,-23,-64,51*,-30,-22,-1.7,-50,-23,-193,5
CC(C)(C)C(=O)Nc1ccc(C(=O)N/N=C/c2ccccc2OC(=O)c2ccc(Cl)cc2Cl)cc1,-21,2,4,11,17,2,-1.6,21,71,19,-2
CCOc1ccc(C(Nc2cccnc2)c2cc(Cl)c3cccnc3c2O)cc1 (stereo unspecified),27,5,-28,32,20,-9,1.3,43,77,46,-2
Cc1cccc(-n2c(Cc3cc(=O)[nH]c(=O)[nH]3)nnc2SC(C)C)c1,7,6,-1,5,-9,-5,-0.2,-10,-22,4,3
COc1ccc(-c2nc(N)ncc2-c2ccc(OC)c(OC)c2)c(O)c1,28,19,20,-2,11,-22,0.2,0,3,21,x
CCCc1cc(=O)[nH]c(SCC(=O)Nc2cc(S(=O)(=O)N3CCCCC3)ccc2Cl)n1,30,4,23,42,0,-8,2.0,4,5,18,x
O=C(CN1CCC(NC(=O)c2ccco2)CC1)Nc1cccc2ccccc12,22,-4,21,-5,4,9,1.0,5,15,12,4
Brc1nnc2n1-c1ccccc1Sc1ccccc1-2,18,-28,-13,-1,5,14,2.8,15,-5,13,1
O=C(CSCc1ccco1)Nc1cc(C(F)(F)F)ccc1N1CCOCC1,10,3,-30,9,1,-2,-0.3,-10,7,20,-1
Cc1ccc(Sc2ncccc2C(=O)NCc2cc([N+](=O)[O-])ccc2O)c(C)c1,17,-1,7,10,-5,-15,-0.5,-1,-6,19,3

# (next part)
SMILES,HIF-2a inh,CF NFkB inh,NR2E3 ag-1,C8 TRAIL sens,LMP1 NFkB inh,KKLEB cytotox,hiPSC survival,TRPM1 prom inh,Shn3 inh set2,Peg3 prom inh,NR2E3 ag-2
CCOc1ccc(CN2CCNC(=O)C2CC(=O)NCc2ccccn2)cc1 (stereo unspecified),3,-14,-10,-1,5,5,-0.9,0,1,-2,1
Cc1ccc(C(=O)CSc2nc3ccc(C(=O)NCCN4CCCCC4)cc3c(=O)[nH]2)cc1,7,-6,-19,-2,-7,-28,0.1,18,-18,3,1
COc1cc(C)c(-c2cc(C(=O)O)c(C)o2)cc1C(C)C,4,-20,2,-5,1,-4,3.6,13,10,10,0
CCCCCCNC(=O)c1cc(-c2ccco2)nc2ccccc12,11,-24,-1,-2,-23,0,-2.1,12,22,-13,0
O=C(CCl)N(O)c1ccc(C=Cc2ccccc2)cc1,-191,-32,-62,51*,53*,-16,-4.0,-20,6,-162,x
CC(C)CN1CCC(=O)N([C@H](CSc2ccc(Br)cc2)c2ccccc2)CC1,-124,0,-8,-5,-7,-15,0.4,-7,-28,-109,2
Cc1cccc(COc2ccc(/C=N/NC(=O)c3nnn(-c4nonc4N)c3C)cc2)c1,3,-2,-16,0,-5,2,0.5,-23,-23,-25,3
Cc1cc2oc(=O)cc(COC(=O)Cn3cnnn3)c2cc1C(C)C,13,12,-21,-12,-8,-1,2.6,-2,23,18,2
Cc1ccnc(SCC(=O)c2cccs2)n1,-226,5,-33,-6,-19,10,1.3,-96,-21,-222,3
CCS(=O)(=O)N1CCN(C2CCC(c3ccccc3)CC2)CC1 (stereo unspecified),-12,-9,4,-5,-1,10,1.2,6,-12,-5,2
Cc1ccc(CNC(=O)C2CCCN(S(=O)(=O)c3ccc(-n4cnnn4)cc3)C2)cc1 (stereo unspecified),5,-7,-21,-5,0,-14,-0.3,6,11,15,4

# Some of the compounds tested; rates above refer to the full screens.
